Bioassay records as filed in PubChem BioAssay.
WRN helicase inh – inhibitors of human WRN helicase. Q14191. WRN helicase unwinding, fluorescent forked duplex, kinetic. Potency, µM (top dose mostly 114 µM), inactives show at the top dose activity change, negative = inhibition, most hits filed as inhibitors. hit rate 0.46% among 360,000. AID 651768; note: potency is the fitted concentration of half-maximal effect; % is set by controls: 0 for no effect and ±100 for the full control effect; nearly all actives have a fitted effect of over 55% in size
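WRN at 20 nM final was preincubated with compound for 15 min at room temperature; reaction started with 100 nM forked duplex oligonucleotide carrying fluorophore and quencher plus 2 mM ATP (final). Unwinding followed kinetically by red fluorescence (ex 525/em 598 nm).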
PI5P4K alpha inh – PI5P4K alpha (human) kinase inhibition; P48426; PI5P4Kalpha enzyme, ADP-Glo luminescence, 60 min; hits give low values; max response, %; hit rate 1.2% among 330,000; AID 652105; active = max response of -50% or lower; inconclusive = between -30% and -50%; inactive = -30% or higher; note: value at the top dose of about 77 µM; % is set by controls: 0 for no effect and ±100 for the full control effect
Target sequence (P48426 whole entry, looked up): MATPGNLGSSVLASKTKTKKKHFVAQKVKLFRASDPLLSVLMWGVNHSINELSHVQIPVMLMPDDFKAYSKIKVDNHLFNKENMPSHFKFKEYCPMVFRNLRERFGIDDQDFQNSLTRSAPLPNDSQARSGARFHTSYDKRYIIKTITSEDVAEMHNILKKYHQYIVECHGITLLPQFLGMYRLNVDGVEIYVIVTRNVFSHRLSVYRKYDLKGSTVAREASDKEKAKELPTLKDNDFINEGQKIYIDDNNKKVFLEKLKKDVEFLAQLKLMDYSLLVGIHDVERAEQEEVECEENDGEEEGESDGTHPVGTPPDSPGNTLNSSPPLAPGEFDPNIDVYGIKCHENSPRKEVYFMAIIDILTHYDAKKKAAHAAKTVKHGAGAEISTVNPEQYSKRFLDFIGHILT
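Enzyme plus substrate dispensed, test compounds pinned in, then ATP (5 microM final) added. After 60 min at RT, ADP-Glo reagent 1 for 45 min and reagent 2 for 30 min preceded luminescence imaging.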
FUS suppressor – FUS proteinopathy suppression in yeast | S. cerevisiae FUS-expressing, growth rescue, OD600, 24 h | Potency, µM (series often up to 76.6 µM), for the others: at the top dose growth rescue (activation), hits mostly activators | hit rate 0.24% among 390,000 | AID 1347120;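 note: potency is the fitted concentration of half-maximal effect; plate controls were DMSO vehicle for no effect and reference control for full effect; nearly all actives have a fitted effect of over 55% in size; some results filed as inactive show a strong effect at the top dose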
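Compound concentration series was pinned onto galactose-induced FUS-expressing yeast seeded at OD 0.005. Plates sat 24hr at 30C; absorbance at 600 nm gave growth. DMSO served as background control.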
PLK1 PBD inh – PLK1 (human) polo-box domain binding inhibition. P53350. Plk1 PBD binding of FITC phosphopeptide, fluorescence polarization. Potency, µM, without a hit: max response, negative = inhibition, hits mostly inhibitors. hit rate 2.8% among 360,000; note: potency is the fitted concentration of half-maximal effect; series mostly up to about 57 µM; % is set by controls: 0 for no effect and ±100 for the full control effect; nearly all actives have a fitted effect of over 65% in size
Target sequence (P53350 whole entry, looked up, the tested form may be a part): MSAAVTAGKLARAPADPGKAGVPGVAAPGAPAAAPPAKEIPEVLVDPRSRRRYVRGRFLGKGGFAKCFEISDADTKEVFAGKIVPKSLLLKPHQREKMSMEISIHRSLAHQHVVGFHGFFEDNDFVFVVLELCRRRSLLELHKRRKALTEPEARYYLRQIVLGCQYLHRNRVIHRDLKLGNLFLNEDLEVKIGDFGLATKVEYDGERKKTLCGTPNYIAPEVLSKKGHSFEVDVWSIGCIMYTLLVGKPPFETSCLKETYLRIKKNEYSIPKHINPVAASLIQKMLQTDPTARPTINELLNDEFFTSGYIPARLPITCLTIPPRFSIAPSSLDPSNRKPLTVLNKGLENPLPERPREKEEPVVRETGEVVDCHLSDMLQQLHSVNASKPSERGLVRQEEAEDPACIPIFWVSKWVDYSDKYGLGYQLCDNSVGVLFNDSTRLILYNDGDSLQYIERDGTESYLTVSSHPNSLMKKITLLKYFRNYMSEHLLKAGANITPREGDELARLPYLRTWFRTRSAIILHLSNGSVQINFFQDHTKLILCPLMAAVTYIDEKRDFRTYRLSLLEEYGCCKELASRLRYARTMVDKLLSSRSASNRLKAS
EPAC1 ag – activates human EPAC1 exchange factor; O95398; EPAC1 agonist qHTS, biochemical assay; response scale: 100% = response to 6.5 mM cAMP; Potency, µM (series often up to 154 µM), for the others: at the highest dose activation, most hits filed as activators; hit rate 0.073% among 360,000; note: potency is the fitted concentration of half-maximal effect; nearly all actives have a fitted effect of over 60% in size
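Nucleotide exchange assay: 100 nM EPAC1 with 250 nM Rap1B loaded with BODIPY-GDP and 50 uM GDP, room temperature. Fluorescence (480/540 nm) read every 5 min for 30 min; signal change normalized to 6.5 mM cAMP as full agonist.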
Abeta yeast res – restores growth of yeast expressing A-beta42 peptide; yeast expressing A-beta42, growth rescue, OD600, 48 h; response scale: 0% DMSO, 100% iron-clioquinol control; hit rate 0.063% among 410,000; Potency, µM (highest dose often 46.1 µM), for the others: top-dose growth rescue, hits mostly activators; AID 1347071; note: potency is the fitted concentration of half-maximal effect; nearly all actives have a fitted effect of over 55% in size
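Yeast growth medium received pinned compounds, then yeast cells expressing toxic A-beta were added; plates incubated at 30 C for 48 hr. Growth read as absorbance at 600 nm, normalized to DMSO and equimolar FeCl3 plus clioquinol controls.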
aSyn yeast inh – inhibitors of alpha-synuclein toxicity in yeast. Potency, µM (series often up to 46.1 µM), for the others: top-dose growth rescue (activation), most hits filed as activators. Yeast expressing alpha-synuclein, growth rescue, BacTiter-Glo, 24 h. AID 652106. hit rate 0.14% among 370,000; note: potency is the fitted concentration of half-maximal effect; % of control where 0% means no effect; nearly all actives have a fitted effect of over 65% in size
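Rescue of yeast growth: cells expressing toxic alpha-synuclein, induced in galactose at OD600 0.02, incubated with compound 24 h at 30 C. ATP luminescence quantified growth; inhibitors of toxicity appear as activators.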
IL-2 act – activates IL-2 in a cell-based reporter assay; IL-2 activation reporter assay, cell-based qHTS; stimulated with anti-CD3/CD4/CD28 beads; in transgenic mouse T cells; activation, % (series mostly up to about 46 µM); hit rate 0.065% among 360,000; in the data active = activation above about 50%; inconclusive = mostly about 30% to 49%; note: 0% is about no effect
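Unstimulated transgenic mouse T cells, 750 per well, received compound and, after 60 minutes, anti-CD3/anti-CD4 bead plus anti-CD28 stimulation. EGFP and DsRed were quantified after 18 hours.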
EPAC1 antag – blocks human EPAC1 exchange factor | Potency, µM (series often up to 115 µM), without a hit: top-dose activity change, negative = inhibition, most hits filed as inhibitors | hit rate 0.14% among 360,000 | EPAC1 GEF assay, Rap1b-BODIPY-GDP exchange fluorescence | O95398;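 note: potency is the fitted concentration of half-maximal effect; plate controls were vehicle for no effect and positive control for full effect; nearly all actives have a fitted effect of over 50% in size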
The depositor's hits bear a star; [ ] = another dose, or the depositor's remark. Unless noted, calls come from the whole dose curve; as a rule, active = well fitted curve in the direction sought with a large enough effect; inconclusive = small, poorly fitted or top-dose-only effect, or another doubt; inactive = no such curve, though single readings can be large; an effect the other way counts as inactive or inconclusive.

`O=C(CCNC(=O)C1CCN(S(=O)(=O)c2ccc(F)cc2)CC1)NCc1ccncc1` gave WRN helicase inh -8%, PI5P4K alpha inh -6, FUS suppressor -8%, PLK1 PBD inh -15%, EPAC1 ag 9%, Abeta yeast res 4%, aSyn yeast inh -3%, IL-2 act -3.7 and EPAC1 antag 8%.
Screening CC1(C)COC(c2cccc([N+](=O)[O-])c2)OC1 returned WRN helicase inh 0%, PI5P4K alpha inh -10, FUS suppressor 5%, PLK1 PBD inh -2%, EPAC1 ag -3%, Abeta yeast res -2%, aSyn yeast inh 6%, IL-2 act 1.0 and EPAC1 antag -15%.
O=C(Nc1ccccc1N1CCCC1)c1cccc(S(=O)(=O)N2CCOCC2)c1 was read as WRN helicase inh 8%, PI5P4K alpha inh -3, FUS suppressor 13%, PLK1 PBD inh 1%, EPAC1 ag 4%, Abeta yeast res -1%, aSyn yeast inh -6%, IL-2 act -3.9 and EPAC1 antag 1%.
`O=C(NCc1cc(C(F)(F)F)cc(C(F)(F)F)c1)C1CC(c2ccccc2F)=NO1` (configuration not stated) gave WRN helicase inh -5%, PI5P4K alpha inh 18, FUS suppressor -10%, PLK1 PBD inh 4%, EPAC1 ag -30%[inhibitor], Abeta yeast res 13%, aSyn yeast inh 1%, IL-2 act 0.1 and EPAC1 antag inconclusive.
CN1CCN2c3ncccc3Cc3ccccc3[C@@H]2C1 was read as WRN helicase inh 3%, PI5P4K alpha inh 0, FUS suppressor -37%, PLK1 PBD inh 2%, EPAC1 ag -22%, Abeta yeast res 3%, aSyn yeast inh 7%, IL-2 act 0.1 and EPAC1 antag -4%.
For COC(=O)C1C(c2ccc(OC)cc2)C(C(=O)OC)S(=O)(=O)C(CCN2CCCCC2)S1(=O)=O (configuration not stated) the results were WRN helicase inh 7%, PI5P4K alpha inh 1, FUS suppressor 3%, PLK1 PBD inh -1%, EPAC1 ag -3%, Abeta yeast res 8%, aSyn yeast inh -1%, IL-2 act -0.5 and EPAC1 antag -19%.
For S=C(c1ccc(-c2ccc(Cl)cc2Cl)o1)N1CCCCC1 the results were WRN helicase inh 7%[57.1 µM], PI5P4K alpha inh 2, FUS suppressor 5%, PLK1 PBD inh -21%, EPAC1 ag 5%, Abeta yeast res 11%, aSyn yeast inh -6%, IL-2 act -1.3 and EPAC1 antag 7%.
`O=C(COC(=O)c1cccc(NS(=O)(=O)/C=C/c2ccccc2)c1)Nc1ccccc1OC(F)F` gave WRN helicase inh -23%, PI5P4K alpha inh 4, FUS suppressor 18%, PLK1 PBD inh -7%, EPAC1 ag 13%, Abeta yeast res 9%, aSyn yeast inh 17%, IL-2 act -0.8 and EPAC1 antag -13%.
`O=C(CCNC(=O)c1ccco1)NCCN1C(=O)S/C(=C\c2ccc(F)cc2)C1=O` gave WRN helicase inh -2%, PI5P4K alpha inh 5, FUS suppressor -19%, PLK1 PBD inh -9%, EPAC1 ag 2%, Abeta yeast res -6%, aSyn yeast inh 6%, IL-2 act 0.2 and EPAC1 antag -5%.
Cc1ccc(/C=C/C(=O)Nc2ccccc2C(N)=O)cc1 was read as WRN helicase inh -11%, PI5P4K alpha inh 1, FUS suppressor 10%, PLK1 PBD inh -3%, EPAC1 ag -7%, Abeta yeast res 2%, aSyn yeast inh -20%, IL-2 act 3.1 and EPAC1 antag -16%.
CCOc1ccccc1C1c2cc3c(cc2OC(C)(N2CCCC2)C1C)OCO3 (configuration not stated) was read as WRN helicase inh -3%, PI5P4K alpha inh 9, FUS suppressor 0%, PLK1 PBD inh -1%, EPAC1 ag -7%, Abeta yeast res -6%, aSyn yeast inh 0%, IL-2 act 0.0 and EPAC1 antag 5%.
`N/C(=N\OC(=O)CC1CCCCC1)c1cccc(Br)c1` gave WRN helicase inh 10%, PI5P4K alpha inh 2, FUS suppressor 1%, PLK1 PBD inh -12%, EPAC1 ag 2%, Abeta yeast res -5%, aSyn yeast inh -34%[inhibitor], IL-2 act -3.0 and EPAC1 antag -15%.
For COC(=O)c1ccc(CN2C(=O)NC(CC(C)C)C2=O)cc1 (configuration not stated) the results were WRN helicase inh 5%, PI5P4K alpha inh -3, FUS suppressor -30%, PLK1 PBD inh 8%, EPAC1 ag -2%, Abeta yeast res -8%, aSyn yeast inh 8%, IL-2 act -2.5 and EPAC1 antag 9%.
For Cc1ccc(NC(=O)Nc2nnc(Cc3ccc([N+](=O)[O-])cc3)s2)cc1C the results were WRN helicase inh -10%, PI5P4K alpha inh -15, FUS suppressor -15%, PLK1 PBD inh -2%, EPAC1 ag -1%, Abeta yeast res 24%, aSyn yeast inh 2%, IL-2 act 1.4 and EPAC1 antag -13%.
`Cc1cccc(N(C(=O)c2ccc(CN3CCOCC3)o2)C(C(=O)NC2CCCCC2)c2ccc(F)cc2)c1` (configuration not stated) gave WRN helicase inh -1%, PI5P4K alpha inh 10, FUS suppressor -9%, PLK1 PBD inh -13%, EPAC1 ag -2%, Abeta yeast res -14%, aSyn yeast inh 2%, IL-2 act 1.9 and EPAC1 antag 13%.

By substructure, the compounds so far with four or more nitrogen atoms (two)
`O=C(CCNC(=O)C1CCN(S(=O)(=O)c2ccc(F)cc2)CC1)NCc1ccncc1` gave WRN helicase inh -8%, PI5P4K alpha inh -6, FUS suppressor -8%, PLK1 PBD inh -15%, EPAC1 ag 9%, Abeta yeast res 4%, aSyn yeast inh -3%, IL-2 act -3.7 and EPAC1 antag 8%.
For Cc1ccc(NC(=O)Nc2nnc(Cc3ccc([N+](=O)[O-])cc3)s2)cc1C the results were WRN helicase inh -10%, PI5P4K alpha inh -15, FUS suppressor -15%, PLK1 PBD inh -2%, EPAC1 ag -1%, Abeta yeast res 24%, aSyn yeast inh 2%, IL-2 act 1.4 and EPAC1 antag -13%.

Other compounds:
Screening Cc1ccc(C)c(-n2ccnc2SCC(=O)Nc2cccc(S(=O)(=O)NC3=NCCC3)c2)c1 returned WRN helicase inh 0%, PI5P4K alpha inh 0, FUS suppressor 17%, PLK1 PBD inh 1%, EPAC1 ag -5%, Abeta yeast res 6%, aSyn yeast inh 2%[1.84 µM], IL-2 act 1.0 and EPAC1 antag 15%.
`CN=C(Nc1ccc(Cl)cc1)c1cccc(C(F)(F)F)c1` gave WRN helicase inh -4%, PI5P4K alpha inh 27, PLK1 PBD inh 2%, EPAC1 ag -6%, Abeta yeast res -7%, aSyn yeast inh -1%, IL-2 act 1.2 and EPAC1 antag -8%.
`CCOC(=O)C1OC1(c1ccccc1)c1ccccc1` (configuration not stated) gave WRN helicase inh 6%, PI5P4K alpha inh 7, FUS suppressor 1%, PLK1 PBD inh 1%, EPAC1 ag -8%, Abeta yeast res 16%, aSyn yeast inh 0%, IL-2 act -0.4 and EPAC1 antag 9%.
`Cc1cc(=O)oc(C)c1C(=O)NCCC1=CCCCC1` gave WRN helicase inh -1%, FUS suppressor 3%, PLK1 PBD inh -5%, EPAC1 ag 4%, Abeta yeast res 4%, aSyn yeast inh 1%, IL-2 act -2.5 and EPAC1 antag -1%.
Screening CCn1c(O)c(C=NC2CCCC2)sc1=S returned WRN helicase inh 8%, PI5P4K alpha inh 4, FUS suppressor 3%, PLK1 PBD inh -10%, EPAC1 ag 5%, Abeta yeast res 1%, aSyn yeast inh -1%, IL-2 act -1.7 and EPAC1 antag 9%.
For CC(=O)n1nc(-c2ccccc2)nc1NCc1ccc(N(C)C)cc1 the results were WRN helicase inh -7%, PI5P4K alpha inh 17, FUS suppressor -6%, PLK1 PBD inh -2%, EPAC1 ag 6%, Abeta yeast res -15%, aSyn yeast inh -4%, IL-2 act -1.4 and EPAC1 antag 3%.
O=C(COC(=O)c1ccc2c(c1)OCCO2)NCCC1=CCCCC1 was read as WRN helicase inh -21%, PI5P4K alpha inh 3, FUS suppressor -27%, PLK1 PBD inh -6%, EPAC1 ag 6%, Abeta yeast res -2%[9.22 µM], aSyn yeast inh -1%, IL-2 act -3.7 and EPAC1 antag 8%.
CCN(C(=O)CSc1nncn1-c1ccccc1)C1CCS(=O)(=O)C1 (configuration not stated) was read as WRN helicase inh 2%, PI5P4K alpha inh -1, FUS suppressor 7%, PLK1 PBD inh -4%, EPAC1 ag 3%, Abeta yeast res -6%, aSyn yeast inh -3%, IL-2 act 0.6 and EPAC1 antag 13%.
Brc1ccc(CN2CCCCCC2)cc1 was read as WRN helicase inh -30%, PI5P4K alpha inh -15, FUS suppressor -12%, PLK1 PBD inh -5%, EPAC1 ag 10%, Abeta yeast res 0%, aSyn yeast inh -5%, IL-2 act -0.6 and EPAC1 antag -5%.
O=C(NCc1ccccc1)c1cccnc1Sc1ccccc1 was read as WRN helicase inh 6%, PI5P4K alpha inh 2, FUS suppressor 2%, PLK1 PBD inh 9%, EPAC1 ag -4%, Abeta yeast res 6%, aSyn yeast inh 4%, IL-2 act -1.0 and EPAC1 antag 1%.
For O=C1NCCCc2nonc21 the results were WRN helicase inh -6%, FUS suppressor 2%, PLK1 PBD inh -3%, EPAC1 ag 2%, Abeta yeast res 5%, aSyn yeast inh -5%, IL-2 act -2.5 and EPAC1 antag -3%.
For CCc1ccc(NC(=O)C(CC)Sc2nc3ccsc3c(=O)n2CCC(=O)O)cc1 (configuration not stated) the results were WRN helicase inh 0%[57.1 µM], PI5P4K alpha inh -2, FUS suppressor 21%, PLK1 PBD inh -4%, EPAC1 ag -14%, Abeta yeast res 7%, aSyn yeast inh 0%, IL-2 act -1.6 and EPAC1 antag 14%.
For CCCCOc1ccc(NC(=S)Nc2cc(C)nc(SCCCC)n2)cc1 the results were WRN helicase inh -10%, PI5P4K alpha inh 10, FUS suppressor inconclusive, PLK1 PBD inh 0%, EPAC1 ag -3%, Abeta yeast res 8%, aSyn yeast inh 2%, IL-2 act 1.4 and EPAC1 antag 5%.
